Screening data: PubChem BioAssay, several laboratories
NTR1 agonist – agonists of NTR1, primary screen, imaging, U2OS cells, beta-arrestin-GFP, high content (AID 493036); hit rate 0.17% among 330,000; NTR1-U2OS beta-arrestin-GFP spot imaging, agonist mode; Neurotensin receptor type 1 (Homo sapiens), P30989; activation, % at 20 µM;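 active = activation at or above 40% of the spot to cytoplasm intensity ratio, with at least 20 cells analyzed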;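 note: 0% = DMSO without peptide and 100% = 100 nM NTR1 peptide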
Target sequence (P30989 whole entry, looked up): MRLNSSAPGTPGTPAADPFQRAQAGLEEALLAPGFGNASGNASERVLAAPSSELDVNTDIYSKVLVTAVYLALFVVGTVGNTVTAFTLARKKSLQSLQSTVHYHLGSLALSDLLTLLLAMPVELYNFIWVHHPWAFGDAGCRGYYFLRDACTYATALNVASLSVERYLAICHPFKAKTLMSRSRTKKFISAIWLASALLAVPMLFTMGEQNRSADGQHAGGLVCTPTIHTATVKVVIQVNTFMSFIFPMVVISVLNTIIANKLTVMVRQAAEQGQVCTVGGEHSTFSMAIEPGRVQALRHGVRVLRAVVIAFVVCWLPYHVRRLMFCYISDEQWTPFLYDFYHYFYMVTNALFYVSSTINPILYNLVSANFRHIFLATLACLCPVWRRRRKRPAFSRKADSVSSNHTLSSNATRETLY
T cell modulator – modulators of CD8 T cell-vesicle binding, primary screen, mouse 2C CD8+ T cells, flow cytometry; 2C CD8+ T cell-vesicle binding; hits give low values; calls only at 7 µM; hit rate 0.068% among 330,000;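 active = response, share of CD8 T cells binding vesicles, and their 90th percentile fluorescence all below set limits, cut at about 80% in these data, passing the limit was not always enough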
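Benchmarks: naked versus QL9-loaded vesicles / Assay system: purified 2C TCR transgenic mouse naive CD8+ T cells / Technique: high-throughput flow cytometry with anti-B7-1 and anti-CD8 staining / Timing: Cell–vesicle co-incubation 1.5 h at 37 °C, staining 20 min on ice / Read-out: percent CD8+ FL2 mean versus row control / Probe or stimulus: QL9-loaded Drosophila micro-vesicles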
KOR beta-arrestin-1 – KOR antagonists, beta-arrestin recruitment, cell-based, luminescence, uHTS (AID 1778); inhibition, % at 10 µM, or IC50 in µM where a hit was titrated; hit rate 0.091% among 290,000; KOR beta-arrestin recruitment, luminescence, antagonist mode; higher % means a stronger effect; in the data active = inhibition above about 50%; note: strong numbers were not always called active
GPR35 antagonists – GPR35 antagonists blocking zaprinast-driven arrestin recruitment, primary screen, imaging, U2OS, beta-arrestin-GFP, zaprinast agonist (AID 2058); inhibition, % at 10 µM; hits with a dose series show IC50 in µM; G-protein coupled receptor 35 (Homo sapiens); hit rate 0.052% among 290,000; U2OS GPR35 beta-arrestin-GFP translocation imaging, zaprinast antagonism; higher % means a stronger effect;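 active = inhibition of at least 50% with at least 30 cells and total cytoplasm GFP at most 10,000,000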
GPR55 activation – GPR55 agonists via beta-arrestin recruitment, primary screen, imaging, U2OS cells, beta-arrestin-GFP redistribution (AID 1961) | G-protein coupled receptor 55 (Homo sapiens) | U2OS GPR55 beta-arrestin-GFP redistribution imaging; higher % means a stronger effect | activation, % at 10 µM; hits with a dose series show EC50 in µM | hit rate 0.048% among 290,000;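 active = activation above 40% with more than 50 cells counted in the well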;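 note: U2OS osteosarcoma cells stably expressing GPR55 and beta-arrestin-GFP; plate controls were DMSO negative control for no effect and LPI positive control for full effect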
KOR beta-arrestin-2 – KOR agonists, beta-arrestin recruitment, primary screen, cell-based, luminescence, uHTS (AID 1777) | Kappa-type opioid receptor (Homo sapiens) | KOR beta-arrestin recruitment, luminescence; higher % means a stronger effect | activation, % at 10 µM; hits with a dose series show EC50 in µM | hit rate 0.02% among 280,000; in the data active = activation above about 50%, passing the limit was not always enough; note: a part of the inactive calls stands beside numbers as strong as those of hits
PhoP inhibition – inhibitors of PhoP regulon expression, primary screen, Salmonella Typhimurium, GFP reporter (AID 1863) | S. Typhimurium PhoP-regulated promoter GFP reporter, 4 h; higher % means a stronger effect | one-dose inhibition, % at 50 µM; IC50 in µM for titrated hits | hit rate 0.16% among 300,000;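 active = inhibition over 29.93%, a cutoff 3 SD above the screen mean, later confirmed by dose response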;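 note: 0% = low Mg2+ inducing control and 100% = high Mg2+ repressing control; strong numbers were not always called active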
GPR55 LPI antagonism – GPR55 antagonists blocking LPI-driven arrestin recruitment, primary screen, imaging, U2OS, beta-arrestin-GFP, LPI agonist (AID 2013). hit rate 0.13% among 290,000. G-protein coupled receptor 55 (Homo sapiens). U2OS GPR55 beta-arrestin-GFP translocation imaging, LPI antagonism; higher % means a stronger effect. inhibition, % at 10 µM, or IC50 in µM where a hit was titrated;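 active = spots per cell inhibited over 60%, with over 100 cells counted and total cytoplasm intensity under 500,000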;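 note: U2OS cells stably carrying GPR55 and arrestin-GFP stimulated by 5 µM LPI near EC80; imaged beta-arrestin-GFP aggregate spots per cell after agonist stimulation; plate controls were LPI-stimulated DMSO wells for no effect and DMSO wells without LPI for full effect; some results filed as inactive read as strong as hits; confirmed hits need IC50 under 10 µM and bright autofluorescent wells are also inconclusive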
West Nile virus CPE – West Nile virus antiviral activity, cell-based, CPE readout (AID 1621) | West Nile virus-infected cells, CPE inhibition; higher % means a stronger effect | hit rate 0.02% among 290,000 | one-dose CPE inhibition, % at 10 µM; IC50 in µM for titrated hits; in the data active = a potency from the dose series; note: strong numbers were not always called active
T cell modulator vesicle-bound % – further read-out of T cell modulator, marked with its call; double positive events, %; measured here: CD8+ vesicle-bound cell fraction;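 binding gate set so that unloaded-vesicle control wells show 10% double positive cells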
NTR1 agonist cell count 20 µM – further read-out of NTR1 agonist, marked with its call; cell count; measured here: cell count, cytotoxicity flag
Starred values were filed as active, the others as inactive; i = inactive; nt = no result given; [ ] = another dose, or the depositor's remark.

Results follow in this order: GPR55 LPI antagonism	PhoP inhibition	KOR beta-arrestin-2	T cell modulator vesicle-bound %	T cell modulator	NTR1 agonist	GPR55 activation	KOR beta-arrestin-1	NTR1 agonist cell count 20 µM	GPR35 antagonists	West Nile virus CPE
#1 COc1ccc(NC(=O)CCC(=O)N(Cc2ccc(OC)c(OC)c2)c2nccs2)cc1
 : -4%	4%	1.6%	10	i	-1.0	-0.3%	-4%	40	0%	-0.1%
#2 C=CCOC(=O)C1=C(C)NC(=O)NC1c1cn(-c2ccccc2)nc1-c1cccs1 (stereo unspecified)
 : 21%	2%	-1.7%	12	i	-0.4	-0.1%	11%	52	-4%	0.6%
#3 O=C(CSc1nnc(-c2ccccc2F)n1C1CCCCC1)N1CCCC1
 : 4%	5%	-1.8%	59	i	-2.6	-0.1%	9%	93	9%	0.5%
#4 COc1cc(Cl)ccc1NC(=S)N(CCN1CCOCC1)C1CCN(C(C)=O)CC1
 : 4%	-4%	-1.1%	19	i	-0.2	-0.3%	3%	53	0%	0.1%
#5 CCCn1c(COc2ccccc2)nc2ccccc21
 : 20%	3%	nt	37	i	-0.2	-0.1%	-9%[20 µM]	57	10%	-1.2%
#6 CC1CCCCC1NC(=O)C(=O)NCC1CCCO1 (stereo unspecified)
 : 7%	-8%	0.2%	62	i	-0.3	0.2%	-23%	31	-22%	0.1%
#7 CC1Cc2ccccc2N1S(=O)(=O)c1cccc(C(=O)c2nccn2C)c1 (stereo unspecified)
 : -11%	-6%	-1.9%	10	i	0.9	-0.2%	11%	39	-20%	-1.1%
#8 CCC(CC)C(=O)NCCc1ccc(OC)c(OC)c1
 : 3%	1%	-0.2%	23	i	-0.1	-0.4%	27%	92	-6%	-0.1%
#9 COC(=O)CS(=O)(=O)c1ccc(C)cc1
 : 1%	3%	-0.5%	9	i	-0.2	-0.1%	-64%[20 µM]	48	-6%	-0.9%
#10 CCOC(=O)CN(C)Cc1cn[nH]c1-c1ccc2cc(OC)ccc2c1
 : -4%	17%	-3.0%	55	i	1.3	0.3%	14%	60	9%	0.8%
#11 C=CCCC(=O)NC1CCCc2c1cnn2-c1ccccc1F (stereo unspecified)
 : 14%	-3%	-0.9%	57	i	-0.3	-0.1%	-34%[20 µM]	52	4%	-1.1%
#12 COc1cc(OC)c(S(=O)(=O)NCc2cccnc2)cc1NC(C)=O
 : -11%	2%	-1.8%	34	i	1.6	-0.1%	-20%	46	4%	-0.1%
#13 C=C(C)Cn1c(CCNC(=O)C(C)C)nc2ccccc21
 : -11%	0%	-2.5%	36	i	1.8	-0.1%	26%	75	1%	-0.5%
#14 CC1CCN(CC(=O)N2CCN(c3ccccc3)CC2)CC1
 : 5%	3%	-4.3%	60	i	0.5	0.4%	7%	67	-11%	-0.5%
#15 Cc1ccc(NC(=O)COC(=O)c2cc(-c3cccs3)nn2-c2ccccc2)cc1[N+](=O)[O-]
 : -5%	6%	0.3%	37	i	1.2	0.1%	18%	60	4%	-0.2%
#16 FC(F)(F)c1cccc(Cc2noc(CN(Cc3ccccn3)CC3CCCO3)n2)c1 (stereo unspecified)
 : -13%	-2%	18%	36	i	3.8	0.3%	30%	60	-2%	-1.3%
#17 CCNC(=O)N1CCNC(=O)C1CC(=O)OC (stereo unspecified)
 : -8%	8%	7.2%	42	i	-0.6	-0.1%	10%	95	3%	-0.4%
#18 CN(CC(=O)Nc1ccc(F)cc1)C(=O)C1CC(=O)N(Cc2ccccc2)C1 (stereo unspecified)
 : 10%	11%	1.0%	23	i	-0.8	-0.1%	5%	72	7%	0.0%
#19 CN(C)c1nc2n(c(=O)n1)CCO2
 : 26%	0%	-1.5%	35	i	-0.1	-0.1%	11%	72	8%	1.1%
#20 CCc1ccc(S(=O)(=O)NC2CC(C)(C)NC(C)(C)C2)cc1
 : 5%	7%	-1.4%	27	i	-0.8	-0.1%	-28%[20 µM]	53	3%	-1.0%
#21 Cc1ccc(S(=O)(=O)N2CCN(C(=O)c3ccco3)CC2)cc1C
 : 4%	6%	-6.7%	19	i	-1.2	1.1%	-10%	53	10%	-1.1%
#22 C=CCN1C(c2cccc(C(F)(F)F)c2)=CS/C1=C(/C#N)c1nnc(N2CCOCC2)n1-c1ccccc1
 : 12%	8%	141%	32	i	0.9	0.1%	i	34	15%	-1.6%
#23 O=C(NCc1n[nH]c(=S)n1-c1ccc(Br)cc1)c1cccs1
 : 8%	0%	-0.9%	59	i	2.0	0.1%	4%	49	-10%	-0.1%
#24 OC(c1ccccc1)c1nccn1Cc1ccccc1 (stereo unspecified)
 : -5%	7%	-2.5%	44	i	0.1	-0.1%	4%	44	0%	-0.1%
#25 CC1CC1C(=O)OCC(=O)c1c(N)n(C)c(=O)n(C)c1=O (stereo unspecified)
 : 8%	-3%	2.6%	22	i	-0.7	-0.1%	-35%	44	5%	0.3%
#26 Oc1ccc(/C=N/Nc2nn3cnnc3c3ccccc23)cc1
 : 1%	0%	7.9%	25	i	0.6	-0.2%	-18%	89	6%	0.7%
#27 COc1ccc(NC2=NCCCCC2)cc1
 : 4%	2%	-4.3%	53	i	0.1	0.4%	-69%[20 µM]	78	6%	-0.2%
#28 CCC(=O)Nc1c2c(nn1-c1ccc([N+](=O)[O-])cc1)CS(=O)(=O)C2
 : -8%	5%	-1.4%	46	i	0.0	-0.3%	18%	83	-7%	0.0%
#29 CC(=O)Nc1ccc(N2C(=O)CC(N3CCSCC3)C2=O)cc1 (stereo unspecified)
 : -4%	-2%	nt	17	i	-1.7	0.2%	5%[20 µM]	80	14%	0.3%
#30 CC(C)(C)c1n[nH]c(=S)n(/N=C/c2cccs2)c1=O
 : 10%	30%	4.2%	46	i	2.7	0.2%	nt	40	-11%	-0.1%
#31 CCS(=O)(=O)Nc1ccc(C2=NN(C(=O)c3ccco3)C(c3cccs3)C2)cc1 (stereo unspecified)
 : 12%	-10%	-2.5%	25	i	3.6	0.0%	19%	53	-3%	-0.8%
#32 CC(=O)c1cccc(NC(=O)C(OC(=O)c2cccs2)c2ccccc2)c1 (stereo unspecified)
 : 17%	-12%	-0.5%	35	i	1.3	-0.2%	16%	86	17%	-0.1%
#33 CC(C)(C)NC(=O)C1CC(=O)OC12CCCCC2 (stereo unspecified)
 : -9%	6%	4.6%	34	i	-1.4	-1.0%	7%	45	14%	0.4%
#34 CCc1ccc(C(C)NC(=O)Cc2ccc(F)cc2)cc1 (stereo unspecified)
 : 2%	-10%	-4.0%	52	i	-1.1	-0.2%	24%	91	11%	-1.6%
#35 COC(=O)c1ccc(C)c(-n2c(C)cc(C=O)c2C)c1
 : 12%	1%	-0.7%	34	i	-0.9	-0.1%	5%	60	0%	-0.8%
#36 O=C(C1=C[C@H](C2CCCCC2)C[C@H](OCc2ccc(CO)cc2)O1)N1CCN(Cc2ccccc2)CC1
 : -1%	-7%	nt	4	i	16	2.1%	2%	62	-12%	-0.4%
#37 CCN(Cc1ccccc1)C(=O)CCCOc1ccccc1
 : -2%	-3%	1.1%	44	i	0.9	-0.1%	-14%	49	-3%	-0.9%
#38 COc1ccc(NC(=O)c2cccc(Oc3ccc([N+](=O)[O-])cc3Cl)c2)cc1
 : -3%	6%	3.6%	59	i	-1.6	-0.3%	-35%	82	2%	1.3%
#39 Cc1ccc(C2=CC(C)(c3ccc(C)cc3)Nc3nc(C(F)(F)F)nn32)cc1 (stereo unspecified)
 : 13%	-10%	14%	53	i	4.0	0.1%	10%	79	-5%	-0.9%
#40 CN1/C(=C/C=C(C#N)C#N)C(C)(C)c2ccccc21
 : -3%	-34%	3.4%	52	i	0.1	-0.2%	-4%	60	-8%	1.1%

For convenience, 7 of the compounds above.
Results follow in this order: GPR55 LPI antagonism	PhoP inhibition	KOR beta-arrestin-2	T cell modulator vesicle-bound %	T cell modulator	NTR1 agonist	GPR55 activation	KOR beta-arrestin-1	NTR1 agonist cell count 20 µM	GPR35 antagonists	West Nile virus CPE
#21 Cc1ccc(S(=O)(=O)N2CCN(C(=O)c3ccco3)CC2)cc1C
 : 4%	6%	-6.7%	19	i	-1.2	1.1%	-10%	53	10%	-1.1%
#22 C=CCN1C(c2cccc(C(F)(F)F)c2)=CS/C1=C(/C#N)c1nnc(N2CCOCC2)n1-c1ccccc1
 : 12%	8%	141%	32	i	0.9	0.1%	i	34	15%	-1.6%
#23 O=C(NCc1n[nH]c(=S)n1-c1ccc(Br)cc1)c1cccs1
 : 8%	0%	-0.9%	59	i	2.0	0.1%	4%	49	-10%	-0.1%
#24 OC(c1ccccc1)c1nccn1Cc1ccccc1 (stereo unspecified)
 : -5%	7%	-2.5%	44	i	0.1	-0.1%	4%	44	0%	-0.1%
#25 CC1CC1C(=O)OCC(=O)c1c(N)n(C)c(=O)n(C)c1=O (stereo unspecified)
 : 8%	-3%	2.6%	22	i	-0.7	-0.1%	-35%	44	5%	0.3%
#26 Oc1ccc(/C=N/Nc2nn3cnnc3c3ccccc23)cc1
 : 1%	0%	7.9%	25	i	0.6	-0.2%	-18%	89	6%	0.7%
#27 COc1ccc(NC2=NCCCCC2)cc1
 : 4%	2%	-4.3%	53	i	0.1	0.4%	-69%[20 µM]	78	6%	-0.2%

Further compounds follow.
Results follow in this order: GPR55 LPI antagonism	PhoP inhibition	KOR beta-arrestin-2	T cell modulator vesicle-bound %	T cell modulator	NTR1 agonist	GPR55 activation	KOR beta-arrestin-1	NTR1 agonist cell count 20 µM	GPR35 antagonists	West Nile virus CPE
#41 COc1ccc(C(=O)NNC(=O)CN2CCC(n3nnc4cc(C(F)(F)F)ccc43)CC2)cc1
 : 7%	7%	-2.3%	33	i	-2.0	-0.1%	-6%	50	8%	0.1%
#42 CCCCCCn1c(CN2CCCC(C)C2)nc2c1c(=O)n(C)c(=O)n2C (stereo unspecified)
 : 4%	-9%	0.1%	42	i	4.3	-0.2%	-9%	80	-3%	-0.8%
#43 NS(=O)(=O)c1ccc(CNC(=O)c2ccc(S(=O)(=O)C(F)F)cc2)cc1
 : -7%	-10%	6.5%	54	i	-0.6	0.0%	6%	47	-9%	0.1%
#44 O=C1NC(=NCc2ccccc2)S/C1=C\c1ccccc1
 : 1%	-9%	3.2%	18	i	5.9	0.5%	11%	69	12%	0.3%
#45 CCOC(=O)c1nc(-c2ccc3c(c2)OCO3)[nH]c1C
 : -6%	-3%	6.0%	17	i	-2.1	-0.5%	25%	56	-16%	-0.3%
